MT1-MMP act inh: blockers of MT1-MMP proenzyme processing, primary screen, HT1080 RFP-PRO-GFP cells, GFP/RFP fluorescence. GFP/RFP ratio fluorescence, overnight; percent of plate control window, DMSO zero. GFP/RFP ratio change, % at 20 µM. actives 0.061% (n = 360,000). AID 651647, 2012;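 active means GFP/RFP ratio change of at least 30% with cell ATP level not reduced by more than half and red fluorescence within 50% of control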; further: strong numbers were not always called active
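Material: RFP-PRO-GFP reporter HT1080 cells. Dosing: single-point 20 µM compound, 1% DMSO. Controls: DMSO and RFP-L50D-GFP cell wells. Timing: cells overnight before dosing, compound overnight, 37 °C, 5% CO2. Measure: GFP/RFP fluorescence ratio.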
MsrA inhibitor: bovine MsrA enzyme inhibitors, primary screen, biochemical, absorbance, HTS; inhibition, % at 15.5 µM; AID 651718, 2012; Methionine sulfoxide reductase A (Bos taurus); purified bovine MsrA, absorbance read-out; actives 0.75% (n = 360,000); in the data active means inhibition above about 4.5%;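 further: 0% = vehicle wells with enzyme and 100% = reference inhibitor wells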
SKN-1 block: suppressors of acrylamide-induced Pgst-4::GFP reporter in worms, primary screen, SKN-1 inhibitor project, whole organism, uHTS, GFP/RFP fluorescence ratio, strain VP596; C. elegans VP596 Pgst-4::GFP/RFP ratio, 24 h; inhibition, % at 21.8 µM; actives 0.49% (n = 360,000); AID 624304, 2012;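 active means interference check ratio from 0.5 to 1.5 plus GFP to RFP signal ratio inhibition reaching or exceeding a fixed threshold, cut at about 30% in these data, passing the limit was not always enough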; further: some compounds called inactive have numbers as strong as hits
FAS-TE inh: FAS thioesterase domain inhibitors, primary screen, biochemical, fluorescence intensity, uHTS | inhibition, % at 15 µM | recombinant FAS-TE, OMFH fluorogenic substrate, fluorescence endpoint | actives 0.67% (n = 360,000) | Fatty acid synthase (Homo sapiens), P49327;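 active means compounds whose normalised, plate-corrected inhibition of enzyme fluorescence in the single-dose primary screen is 50% or more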;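 further: 0% = DMSO with enzyme and 100% = substrate without enzyme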
CendR NRP1 mod: modulators of CendR peptide binding to NRP-1, primary screen, biochemical, fluorescence polarization, uHTS. inhibition, % at 25 µM. FAM-RPARPAR peptide binding to NRP-1. AID 602438, 2012. Neuropilin-1 (Homo sapiens), O14786. actives 0.85% (n = 360,000);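 active means inhibition or corrected inhibition above about 18%, plus a signal ratio from 0.5 to 1.5, limit read from the data, passing the limit was not always enough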; further: strong numbers were not always called active
Target sequence (O14786 whole entry, looked up): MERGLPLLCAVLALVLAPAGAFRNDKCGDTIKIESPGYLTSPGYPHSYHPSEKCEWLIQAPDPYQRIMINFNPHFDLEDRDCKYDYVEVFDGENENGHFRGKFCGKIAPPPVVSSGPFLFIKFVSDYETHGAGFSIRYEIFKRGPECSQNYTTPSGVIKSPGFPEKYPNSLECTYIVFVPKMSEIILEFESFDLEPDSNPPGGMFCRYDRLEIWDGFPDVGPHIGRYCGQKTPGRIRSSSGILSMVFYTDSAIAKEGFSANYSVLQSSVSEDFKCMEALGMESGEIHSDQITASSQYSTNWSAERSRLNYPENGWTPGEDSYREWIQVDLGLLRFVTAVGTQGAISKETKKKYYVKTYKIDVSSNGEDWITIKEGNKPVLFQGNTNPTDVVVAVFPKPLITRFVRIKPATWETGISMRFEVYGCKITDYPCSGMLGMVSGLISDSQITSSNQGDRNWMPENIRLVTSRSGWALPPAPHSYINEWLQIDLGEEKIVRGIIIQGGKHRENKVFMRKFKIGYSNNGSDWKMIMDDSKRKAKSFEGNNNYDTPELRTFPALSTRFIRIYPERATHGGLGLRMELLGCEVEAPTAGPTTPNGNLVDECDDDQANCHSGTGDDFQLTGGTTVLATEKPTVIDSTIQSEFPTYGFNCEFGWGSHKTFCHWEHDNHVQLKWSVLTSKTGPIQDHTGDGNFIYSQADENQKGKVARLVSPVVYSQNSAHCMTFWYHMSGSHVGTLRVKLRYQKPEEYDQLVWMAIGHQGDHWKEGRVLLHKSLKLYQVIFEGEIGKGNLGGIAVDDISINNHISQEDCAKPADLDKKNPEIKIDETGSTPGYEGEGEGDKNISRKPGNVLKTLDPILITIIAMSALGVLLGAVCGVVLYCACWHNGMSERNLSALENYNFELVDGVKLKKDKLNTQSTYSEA
Neddylation inh: inhibitors of cullin neddylation, primary screen, biochemical, TR-FRET, uHTS, NAE and Ubc12; actives 0.58% (n = 360,000); NEDD8-conjugating enzyme Ubc12 (Homo sapiens) + NEDD8-activating enzyme E1 regulatory …; calls only at 25 µM; AID 651699, 2012; in the data active means inhibition above about 36%
Rin1 Abl inh: inhibitors of Rin1-Abl protein binding, primary screen, biochemical, TR-FRET. inhibition, % at 7.35 µM. AID 588664, 2011. actives 0.4% (n = 360,000); in the data active means inhibition above about 5%, passing the limit was not always enough
MsrA act: bovine MsrA enzyme activators, primary screen, biochemical, absorbance, HTS | Methionine sulfoxide reductase A (Bos taurus) | purified bovine MsrA, absorbance read-out | activation, % at 10.6 µM | actives 0.3% (n = 360,000) | AID 602163, 2012; in the data active means activation above about 7.5%;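 further: 0% = vehicle and 100% = reference activator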
E coli Lon inh: inhibitors of E. coli Lon protease, primary screen, biochemical, fluorescence polarization | purified E. coli Lon protease | inhibition, % at 7.94 µM | actives 0.42% (n = 360,000); in the data active means inhibition above about 13%, passing the limit was not always enough;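 further: 0% = enzyme with probe and DMSO and 100% = no enzyme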
An asterisk follows results filed as active.

For CC1(NC(=O)CCc2nc3sc4c(c3c(=O)[nH]2)CCCC4)CCS(=O)(=O)C1 (centres undefined) the results were MT1-MMP act inh -7.1, MsrA inhibitor -0.5, SKN-1 block 14.5, FAS-TE inh -4.0, CendR NRP1 mod -46.3, Neddylation inh inactive, Rin1 Abl inh 0.0, MsrA act -1.5 and E coli Lon inh -15.7.
`CCS(=O)(=O)N1Cc2cc(C(=O)N(C)C)nc(-c3cccc(-c4ccc(F)cc4)c3)c2[C@H]1CCO` gave MT1-MMP act inh 3.3, MsrA inhibitor 0.4, SKN-1 block -7.4, FAS-TE inh -11.7, CendR NRP1 mod -11.8, Neddylation inh inactive, MsrA act 1.1 and E coli Lon inh 1.2.
Screening COc1ccc(OC)c(Cc2nnc(CCC(=O)NC(C3CC3)C3CC3)o2)c1 returned MT1-MMP act inh -2.0, MsrA inhibitor 0.0, SKN-1 block -6.2, FAS-TE inh -1.9, CendR NRP1 mod -1.4, Neddylation inh inactive, Rin1 Abl inh -0.8, MsrA act -8.8 and E coli Lon inh 2.2.
`Cc1cc2c(cc1C)-n1nnnc1C(N1CCCNCC1)C(=O)N2` (centres undefined) gave MT1-MMP act inh -1.2, MsrA inhibitor -0.7, SKN-1 block 2.3, CendR NRP1 mod 1.4 and Neddylation inh inactive.
`CCCCCn1c(=O)[nH]c2cc(C(=O)NCCCN(CC)CC)ccc2c1=O` gave MT1-MMP act inh 1.2, MsrA inhibitor 0.4, SKN-1 block 6.3, FAS-TE inh -2.0, CendR NRP1 mod -8.3, Neddylation inh inactive, Rin1 Abl inh -0.8, MsrA act -4.7 and E coli Lon inh -9.4.
Screening NS(=O)(=O)c1ccc(CNC(=O)c2ccc3c(c2)OCO3)cc1 returned MT1-MMP act inh -0.7, MsrA inhibitor 2.4, SKN-1 block -16.1, FAS-TE inh -3.3, CendR NRP1 mod 0.6, Neddylation inh inactive, Rin1 Abl inh 1.7, MsrA act -2.4 and E coli Lon inh -9.2.
For Oc1ccccc1-c1n[nH]c(=S)n1Cc1ccccc1 the results were MT1-MMP act inh -2.2, MsrA inhibitor 1.2, SKN-1 block -3.8, FAS-TE inh -6.5, CendR NRP1 mod 8.1, Neddylation inh inactive, Rin1 Abl inh -0.6, MsrA act 1.3 and E coli Lon inh -4.6.
For O=Cc1cn(CC(=O)NCC2CCCO2)c2ccccc12 (centres undefined) the results were MT1-MMP act inh 3.4, MsrA inhibitor 1.2, SKN-1 block 9.1, FAS-TE inh -3.4, CendR NRP1 mod -11.4, Neddylation inh inactive, Rin1 Abl inh -2.4, MsrA act -2.1 and E coli Lon inh 13.1.
Screening O=C(OCC(=O)N1CCOCC1)c1cncc(Br)c1 returned MT1-MMP act inh -2.3, MsrA inhibitor -0.8, SKN-1 block -5.8, FAS-TE inh -7.1, CendR NRP1 mod 4.0, Neddylation inh inactive, Rin1 Abl inh -2.3, MsrA act -4.7 and E coli Lon inh 8.0.
`O=C(O)c1ccc(NS(=O)(=O)c2ccc3c(c2)OCCO3)cc1` gave MT1-MMP act inh -0.3, MsrA inhibitor -1.3, SKN-1 block 0.7, FAS-TE inh -3.9, CendR NRP1 mod -6.8, Neddylation inh inactive, Rin1 Abl inh -3.4, MsrA act -4.5 and E coli Lon inh -2.3.
For CC1(C(=O)NCc2ccc(C(F)(F)F)cc2)CCN1Cc1cc2ccccc2o1 (centres undefined) the results were MT1-MMP act inh -0.8, MsrA inhibitor 0.3, SKN-1 block 4.8, FAS-TE inh 27.3, CendR NRP1 mod -7.7, Neddylation inh inactive, Rin1 Abl inh 9.0*, MsrA act 2.6 and E coli Lon inh 4.6.
CC(C)NS(=O)(=O)c1ccc(NC(=O)C(C)OC(=O)C2CCC2)cc1 (centres undefined) was read as MT1-MMP act inh -0.3, MsrA inhibitor 0.9, SKN-1 block 2.0, FAS-TE inh -5.0, CendR NRP1 mod 5.2, Neddylation inh inactive, Rin1 Abl inh 2.0, MsrA act -2.6 and E coli Lon inh 0.8.
Screening CCCCC(C)n1[nH]c(=O)c2c(C)cc(C)nc21 (centres undefined) returned MT1-MMP act inh 0.4, MsrA inhibitor 1.3, SKN-1 block 0.9, FAS-TE inh -5.6, CendR NRP1 mod -5.9, Neddylation inh inactive, Rin1 Abl inh -0.2, MsrA act 0.5 and E coli Lon inh 4.0.
CCCNc1ncnc2sc(C)c(C)c12 was read as MT1-MMP act inh -4.1, MsrA inhibitor 0.5, SKN-1 block 9.6, FAS-TE inh -3.4, CendR NRP1 mod 16.1, Neddylation inh inactive, Rin1 Abl inh -2.9, MsrA act -3.6 and E coli Lon inh 7.6.
Screening COC(=O)[C@@]1(Cc2ccc(OC)cc2)[C@H]2c3cc(C(=O)N4CCCC4)n(Cc4ccc(S(C)(=O)=O)cc4)c3C[C@H]2CN1C(=O)c1ccccc1 returned MT1-MMP act inh 2.7, MsrA inhibitor 0.2, SKN-1 block 7.6, FAS-TE inh 13.8, CendR NRP1 mod -6.5, Neddylation inh inactive, MsrA act -7.3 and E coli Lon inh -10.8.
Screening Cc1[nH]c2ccccc2c1C(=O)CSC(=S)N1CCOCC1 returned MT1-MMP act inh -3.2, MsrA inhibitor 1.8, SKN-1 block -2.4, FAS-TE inh 3.4, CendR NRP1 mod -0.6, Neddylation inh inactive, Rin1 Abl inh 4.2, MsrA act -3.0 and E coli Lon inh -3.8.
Screening O=C(c1ccccc1Cl)N(Cc1ccc(Cl)c(Cl)c1)N1C(=O)CCCC1=O returned MT1-MMP act inh -2.4, MsrA inhibitor -1.0, SKN-1 block 4.5, FAS-TE inh 13.3, CendR NRP1 mod -7.1, Neddylation inh inactive, Rin1 Abl inh 1.3, MsrA act -1.8 and E coli Lon inh 17.8*.
COc1cccc(C2/C(=C(/O)c3cnn(-c4ccccc4)c3C)C(=O)C(=O)N2CCN(C)C)c1OC (centres undefined) was read as MT1-MMP act inh 2.1, MsrA inhibitor 1.7, SKN-1 block -3.0, FAS-TE inh -6.3, CendR NRP1 mod 2.6, Neddylation inh inactive, Rin1 Abl inh 1.0, MsrA act 1.0 and E coli Lon inh -1.9.
Screening C=C1CCN(C(CC(C)C)C(=O)OC)S(=O)(=O)c2ccccc21 (centres undefined) returned MT1-MMP act inh 0.6, MsrA inhibitor -0.9, SKN-1 block 8.9, FAS-TE inh 3.4, CendR NRP1 mod 7.4, Neddylation inh inactive, Rin1 Abl inh 0.1, MsrA act -0.7 and E coli Lon inh 1.2.
For CCn1c(SC)nnc1C1CCN(CC(=O)Nc2ccccc2N2CCOCC2)CC1 the results were MT1-MMP act inh 6.2, MsrA inhibitor 0.1, SKN-1 block 4.4, FAS-TE inh -1.8, CendR NRP1 mod 9.3, Neddylation inh inactive, Rin1 Abl inh -0.1, MsrA act -0.5 and E coli Lon inh 12.8.
For CCC(C)N(C(=O)Cn1c(=O)cnc2ccccc21)C1CCS(=O)(=O)C1 (centres undefined) the results were MT1-MMP act inh 3.9, MsrA inhibitor 0.0, SKN-1 block -7.6, FAS-TE inh -3.5, CendR NRP1 mod -4.4, Neddylation inh inactive, Rin1 Abl inh 0.0, MsrA act -2.1 and E coli Lon inh 0.4.
Screening CCN(CC(=O)NCc1cccs1)C(=O)Cc1ccc(Cl)c(Cl)c1 returned MT1-MMP act inh 1.1, MsrA inhibitor 1.3, SKN-1 block -6.7, FAS-TE inh 22.2, CendR NRP1 mod 15.8, Neddylation inh inactive, Rin1 Abl inh -1.4, MsrA act -1.9 and E coli Lon inh -2.9.
Screening CCOc1nc(C)cc(COC)c1C(N)=O returned MT1-MMP act inh 0.1, MsrA inhibitor 0.3, SKN-1 block 6.2, FAS-TE inh -6.9, CendR NRP1 mod 6.3, Neddylation inh inactive, Rin1 Abl inh -5.3, MsrA act -1.7 and E coli Lon inh 6.0.
For CNC(=O)c1c(Cl)cnn1-c1ccccc1 the results were MT1-MMP act inh -1.7, MsrA inhibitor 0.5, SKN-1 block 10.2, FAS-TE inh -7.0, CendR NRP1 mod 5.9, Neddylation inh inactive, Rin1 Abl inh 1.1, MsrA act -5.8 and E coli Lon inh -1.3.
For CN(C)CCCN(C(=O)c1ccc(Br)s1)c1nc2cc3c(cc2s1)OCO3 the results were MT1-MMP act inh 1.1, MsrA inhibitor 0.2, SKN-1 block -10.7, FAS-TE inh 5.5, CendR NRP1 mod 0.5, Neddylation inh inactive, Rin1 Abl inh -1.1, MsrA act -3.2 and E coli Lon inh -6.2.
Screening COc1ccc(-c2cnnn2-c2ccc(NC(=O)c3ccc(S(=O)(=O)N4CCCCC4)cc3)cc2)cc1OC returned MT1-MMP act inh 17.0, MsrA inhibitor 2.8, SKN-1 block 7.6, FAS-TE inh 87.5*, CendR NRP1 mod -18.8, Neddylation inh inactive, Rin1 Abl inh 1.0, MsrA act -7.5 and E coli Lon inh -2.4.
For COc1cccc(-c2cc(CC3(O)CCN(CCCc4ccccc4)CC3)on2)c1 the results were MT1-MMP act inh -1.0, SKN-1 block -21.9, FAS-TE inh -3.7, CendR NRP1 mod 7.7, Neddylation inh inactive, Rin1 Abl inh -0.7, MsrA act -5.1 and E coli Lon inh -3.4.
Screening Cc1ccc(CSCC(=O)NCc2ccc(F)cc2)cc1 returned MT1-MMP act inh -1.3, MsrA inhibitor -0.5, SKN-1 block -6.8, FAS-TE inh -0.3, CendR NRP1 mod 0.3, Neddylation inh inactive, Rin1 Abl inh -1.5, MsrA act -4.8 and E coli Lon inh 3.7.
O=C(NNc1cc(Cl)cc(Cl)c1)c1cccs1 was read as MT1-MMP act inh 4.8, MsrA inhibitor -0.4, SKN-1 block -4.0, FAS-TE inh 2.6, CendR NRP1 mod -4.3, Neddylation inh inactive, Rin1 Abl inh -0.8, MsrA act -0.9 and E coli Lon inh 1.4.
`CN(CC(=O)Nc1ccccc1C(F)(F)F)C(=O)CSCc1ccc(Cl)c(Cl)c1` gave MT1-MMP act inh -2.9, MsrA inhibitor -0.1, SKN-1 block 5.3, FAS-TE inh 15.6, CendR NRP1 mod 4.1, Neddylation inh inactive, Rin1 Abl inh 3.1, MsrA act 1.3 and E coli Lon inh -13.6.
`Cc1[nH]c2ccc(C(=O)NCCCN3CCN(C)CC3)cc2c1C` gave MT1-MMP act inh 0.1, MsrA inhibitor 0.8, SKN-1 block 2.0, FAS-TE inh -3.1, CendR NRP1 mod 7.9, Neddylation inh inactive, Rin1 Abl inh -5.3, MsrA act -2.7 and E coli Lon inh -4.9.

Molecules from the list above that have bromine, in the order listed:
Screening O=C(OCC(=O)N1CCOCC1)c1cncc(Br)c1 returned MT1-MMP act inh -2.3, MsrA inhibitor -0.8, SKN-1 block -5.8, FAS-TE inh -7.1, CendR NRP1 mod 4.0, Neddylation inh inactive, Rin1 Abl inh -2.3, MsrA act -4.7 and E coli Lon inh 8.0.
For CN(C)CCCN(C(=O)c1ccc(Br)s1)c1nc2cc3c(cc2s1)OCO3 the results were MT1-MMP act inh 1.1, MsrA inhibitor 0.2, SKN-1 block -10.7, FAS-TE inh 5.5, CendR NRP1 mod 0.5, Neddylation inh inactive, Rin1 Abl inh -1.1, MsrA act -3.2 and E coli Lon inh -6.2.

Screens: PubChem, several laboratories

Outcome played no part in choosing rows. Share with any hit: about 4.2%.
